# ARNT-TACC3 inh: disruptors of human ARNT/TACC3 interaction | 390,000 compounds, 0.66% hits | inhibition, % at 9.99 µM | Q9Y6A5 | AlphaScreen His-ARNT PAS-B/GST-TACC3 binding, luminescence; TACC3 fragment carries E629A point mutation;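 active = mean inhibition of replicates at least 50% and at least half of replicates each reaching 50%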;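 note: 0% = complete ARNT plus TACC3 wells and 100% = ARNT alone without TACC3; many hits fall short of the cut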
# esBAF inh: blocks esBAF chromatin remodeling in mouse ES cells. reporter increase, % at 12.5 µM. AID 602393. 350,000 compounds, 2% hits. Bmi1-luciferase knock-in reporter, 24 h; 100% = twice the neutral-well signal; in the data active = activation above about 40%;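 note: 0% = median of the plate's neutral control wells and 100% = double that signal; a rise in the Bmi1 reporter signal indicates esBAF inhibition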
# RAD54 branch: inhibitors of human RAD54 branch migration. RAD54 Holliday junction branch migration, FAM/BHQ fluorescence. AID 602329. inhibition, % at 10.4 µM. 360,000 compounds, 0.14% hits. Q92698;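 active = mean normalized replicate activity at least 40 and at least half of replicates scoring 40 or more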;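 note: 0% = median of neutral control wells and 100% = median of positive control wells; inhibitors cause a drop in the FAM fluorescence signal; in these data hits start at about 50%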
# Target sequence (Q92698 whole entry, looked up): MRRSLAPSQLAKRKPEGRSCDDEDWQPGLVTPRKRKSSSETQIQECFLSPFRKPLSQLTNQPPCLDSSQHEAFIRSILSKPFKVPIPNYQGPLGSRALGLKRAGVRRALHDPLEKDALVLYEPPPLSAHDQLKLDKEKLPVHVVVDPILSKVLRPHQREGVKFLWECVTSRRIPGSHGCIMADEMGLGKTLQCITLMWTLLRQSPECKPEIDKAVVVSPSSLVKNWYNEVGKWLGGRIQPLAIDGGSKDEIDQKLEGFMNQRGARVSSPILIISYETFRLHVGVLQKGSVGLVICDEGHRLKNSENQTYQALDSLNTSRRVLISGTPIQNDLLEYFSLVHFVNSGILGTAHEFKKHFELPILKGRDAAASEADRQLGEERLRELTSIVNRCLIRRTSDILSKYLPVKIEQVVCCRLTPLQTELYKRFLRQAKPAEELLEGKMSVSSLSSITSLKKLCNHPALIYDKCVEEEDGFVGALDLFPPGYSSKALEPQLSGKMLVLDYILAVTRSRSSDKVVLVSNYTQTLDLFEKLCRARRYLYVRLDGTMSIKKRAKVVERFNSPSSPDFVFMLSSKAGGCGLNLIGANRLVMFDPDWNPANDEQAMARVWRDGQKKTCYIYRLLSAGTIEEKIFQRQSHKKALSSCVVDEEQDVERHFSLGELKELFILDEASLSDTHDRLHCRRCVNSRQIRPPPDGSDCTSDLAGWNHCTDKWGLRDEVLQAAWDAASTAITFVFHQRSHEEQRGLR
# * = called active by the depositor; & = joins results of further samples. Some of the compounds tested, so the mix of outcomes need not match the whole.
# Sample of the layout, seven compounds:
SMILES	ARNT-TACC3 inh	esBAF inh	RAD54 branch
O=C(NCc1ccco1)c1ccc(CN2CCOCC2)cc1	-5	0	-11
COc1ccc(CCN2CC(C(=O)NCc3ccco3)CC2=O)cc1OC (stereo unspecified)	0	-12	-6
CC(C)n1c(CN2CCN(C)CC2)nc2c1c(=O)n(C)c(=O)n2C	-5	-2	-12
COc1ccc(Oc2c(C)oc3cc(OC(=O)N4CCOCC4)ccc3c2=O)cc1	0	18	-6
Cc1ccc(C(=O)NCc2ccco2)cc1[N+](=O)[O-]	-2	0	-10
CC1CC(=O)C2=C(C1)Nc1ccccc1N=C2 (stereo unspecified)	-2	0	10
COCCCNCCOCCOc1ccc(C)cc1[N+](=O)[O-]	2	-6	3

# Main list, previewed entries included:
SMILES	ARNT-TACC3 inh	esBAF inh	RAD54 branch
O=C(NCc1ccco1)c1ccc(CN2CCOCC2)cc1	-5	0	-11
COc1ccc(CCN2CC(C(=O)NCc3ccco3)CC2=O)cc1OC (stereo unspecified)	0	-12	-6
CC(C)n1c(CN2CCN(C)CC2)nc2c1c(=O)n(C)c(=O)n2C	-5	-2	-12
COc1ccc(Oc2c(C)oc3cc(OC(=O)N4CCOCC4)ccc3c2=O)cc1	0	18	-6
Cc1ccc(C(=O)NCc2ccco2)cc1[N+](=O)[O-]	-2	0	-10
CC1CC(=O)C2=C(C1)Nc1ccccc1N=C2 (stereo unspecified)	-2	0	10
COCCCNCCOCCOc1ccc(C)cc1[N+](=O)[O-]	2	-6	3
CC1(C)N=C(N)NC(Nc2ccc(Br)cc2)=N1	-24	-7	-8
COC(=O)/C=C/C(=O)NCc1ccco1	-9	9	-5
COc1ccc2c(c1OC)C(=O)N1C2SC[C@H]1C(=O)NC1CC(C)(C)NC(C)(C)C1 (stereo partly specified)	-21&2	-6&-4	-6&2
Cc1cc(=O)[nH]c(SCC(=O)Nc2ccc(Br)cc2)c1C#N	0	14	5
CC(C)N=Cc1c(O)[nH]c2ccccc12	-2	1	-4
Cc1ccc(C2CC(=O)c3cnc(N4CCc5ccccc5C4)nc3C2)cc1 (stereo unspecified)	2	-5	-1
COc1ccc(N2C(=O)CC2(/C=C/c2ccccc2OC)C(=O)NC2CCCC2)cc1 (stereo unspecified)	0	-3	-15
O=C(Nc1nc2ccc(S(=O)(=O)N3CCCC3)cc2s1)C1CCCO1 (stereo unspecified)	5	10	-1
Cc1ccccc1CSc1nnc(-c2cccnc2)n1N	-2	17	5
O=C(Nc1ccccc1)NC1CCN(Cc2nnnn2C2CCCCC2)CC1	-3	-5	6
Cc1cc(C)n2nc3nc(N4CCCC4)nc(-c4ccccc4)c3c2n1	0	5	0
CCOC(=O)Cn1c(C)c(C#N)c2ccccc21	-3	2	0
COC(=O)c1ccccc1NC(=O)c1ccccc1OC	-4	-10	2

# Profiles as entered above:
# Results for `COCCCNCCOCCOc1ccc(C)cc1[N+](=O)[O-]` → ARNT-TACC3 inh: 2; esBAF inh: -6; RAD54 branch: 3
# Results for `Cc1ccc(C(=O)NCc2ccco2)cc1[N+](=O)[O-]` → ARNT-TACC3 inh: -2; esBAF inh: 0; RAD54 branch: -10

# Carrying on:
SMILES	ARNT-TACC3 inh	esBAF inh	RAD54 branch
c1ccc(CCNc2nc3ccccc3n3nnnc23)cc1	-1	18	4
Cc1c(-c2ccc(Cl)cc2)oc(=O)c2c(N)n(-c3ccccc3)nc12	-8	31	-5
CCN1CCCC1CNC(=O)c1ccc(N2CCCC2=O)cc1 (stereo unspecified)	16	3	-4
c1ccc(-c2nc(NCc3ccco3)c3oc4ccccc4c3n2)cc1	6	-8	-4
O=C(Cc1ccc(Br)cc1)c1ccc(O)cc1O	-1	60*	-4
O=C(NC1CCCCC1)C(c1ccc(O)cc1)N(CC1CCCO1)C(=O)C1COc2ccccc2O1 (stereo unspecified)	2	-4	-3
COc1ccc(OC)c(S(=O)(=O)N2CCC(C(=O)NCc3ccccc3OC)CC2)c1	0	-1	2
CCCCNC1CCS(=O)(=O)C1 (stereo unspecified)	4	-6	-2
CCOC(=O)CC(=O)CSc1nc(C)nc2c1oc1ccccc12	3	-6	-4
O=C(Nc1ccncc1)c1cc2ccccc2o1	-7	76*	-3
COc1ccc(C2C(C(C)=O)=C(O)C(=O)N2c2cccnc2)c(OC)c1 (stereo unspecified)	1	-1	3
O=C(c1ccccc1)N1CCC(c2nc(-c3ccc(S(=O)(=O)N4CCOCC4)cc3)no2)CC1	-5	2	-16
O=C(c1cc2nc(-c3cccs3)cc(C(F)(F)F)n2n1)N1CCCc2ccccc21	8	-12	6
COc1cc(OC)cc(C(=O)NNC(=O)NC2CCCCC2)c1	-2	-3	2
COc1cccc(CNC(=O)C2(C)Oc3ccccc3NC2=O)c1 (stereo unspecified)	-1	-5	-4
Cn1nnc2cc(C(=O)N3CCCCCC3)ccc21	-4	-9	-14
O=C(NCC1CCN(c2ccc(S(=O)(=O)N3CCOCC3)cc2)CC1)c1ccc(Cl)cc1	-9	5	5
O=c1c(-c2ccccc2)coc2c(CN3CCOCC3)c(O)ccc12	-5	6	-8
Cc1cc(-c2nnc(SCC(=O)NC3CCCC3)o2)no1	2	-3	4
Cc1cc2ncn(C(=O)N3CCOCC3)c2cc1C	-4	4	3
CNC(=O)C1CCC(=O)N1Cc1ccc(C)cc1 (stereo unspecified)	2	-9	2
O=C(NCCCN1CCOCC1)c1cc(C(=O)C2CC2)c[nH]1	1	-8	-7
COC(=O)c1[nH]c2c(c1C)C(=O)CC(c1ccccc1)C2 (stereo unspecified)	0	-1	0
COc1ccc(OC)c(NC(=S)N2CCN(C/C=C/c3ccccc3)CC2)c1	10	7	1
O=C(CSc1ncnc2c1oc1ccccc12)N1CCCc2ccccc21	6	8	4
CC1(C)CC(=O)C(C(=S)Nc2ccccc2)=C(NCCN2CCOCC2)C1	5	-1	-3
C#CCOc1c(Br)cc(/C=N\NC(=O)CN2CCOCC2)cc1OCC	10	-3	4
O=C(NCc1cccs1)c1ccc(N2CCCC2=O)cc1	1	19	-8
C#CCOCCOCCOCCNc1nc(N2CCN(C(=O)C([C@@H](C)CC)n3cc(C(N)CC(C)C)nn3)CC2)nc(N2CCN(C(=O)[C@H](CCC(=O)O)n3cc(C(N)CC(C)C)nn3)CC2)n1 (stereo partly specified)	7	-5	9
O=C(NCc1ccco1)c1sc2cc(Cl)ccc2c1Cl	-8	6	-12
COc1ccc(-c2nn(C)c3sc(C(=O)NCc4ccco4)cc23)cc1OC	10	-12	0
CCOc1cc(CNn2cnnc2)cc(Br)c1OCC(=O)NC1CCCCC1	1	-6	0
CCOC(=O)c1nc(Nc2ccc(OC)cc2)c2ccccc2n1	8	13	21
N#Cc1ccc(COc2ccc(CCO)cc2-n2nc3ccccc3n2)cc1	-2	-6	-2
O=C(c1ccc(COc2c(F)c(F)c(F)c(F)c2F)o1)N1CCOCC1	-7	-2	6
CCOC(=O)C1(C(C)(C)CC)CC(CSc2nc3ccccc3[nH]2)OC1=O (stereo unspecified)	-6	-1	-17
CC(=O)Nc1ccc(S(=O)(=O)NC2(C(F)(F)F)NC(=O)N(C3CCCC3)C2=O)cc1 (stereo unspecified)	-5	-4	-12
OC(COCC1COc2ccccc2O1)CN1CCN(c2ccccc2)CC1 (stereo unspecified)	3	-9	1
CCOc1ccc(OCCCC(=O)O)cc1	2	-8	-8
O=C(NCc1cccs1)C1CCCN(S(=O)(=O)c2cccs2)C1 (stereo unspecified)	-1	-10	-1

# (list continues)
# Value order – ARNT-TACC3 inh	esBAF inh	RAD54 branch
O=C(Nc1cccc(O)c1)N1CCOCC1
→ 4	-2	-5
COc1ccc(OCCC(=O)OCc2c(C)noc2C)cc1
→ 6	0	-2
O=C(CCSCCc1ccncc1)NCCCN1CCOCC1
→ 3	-6	3
O=C(NCc1ccncc1)c1nnc(Cc2c(F)cccc2Cl)o1
→ 0	-3	-24
CC(=O)Nc1ccc2c(c1)nc(CCN1CCOCC1)n2C
→ 1	1	3
Oc1c(Cl)cccc1C=Nc1cc(C(F)(F)F)ccc1N1CCCC1
→ 18	2	6
CCOC(=O)N1CCN(S(=O)(=O)/C=C/c2ccccc2)CC1
→ 8	-6	-1
O=C(CN1C(=O)c2ccccc2C1=O)Nc1ccccc1C(=O)N1CCCC1
→ -7	-9	-8
CCc1nc2scc(-c3cccs3)c2c(=O)o1
→ -1	-15	-15
CC(=O)C1=C(O)C(=O)N(CCCCCC(=O)O)C1c1ccc(N(C)C)cc1 (stereo unspecified)
→ -2	-4	5
O=C(c1cccs1)n1nc(-c2ccccc2)nc1NCc1ccco1
→ -1	9	-5
CCc1nnc(NC(=O)C(=O)NCCOC(=O)c2ccccc2Cl)s1
→ 1	1	-7
CCN(CC)C(=O)C(=O)N/N=C/c1ccc(Br)cc1
→ -1	2	-3
CCN(CC)c1ccc(/C=N/Nc2ccccc2)c(O)c1
→ 13	25	-1
Cn1c(=O)c2cc(S(=O)(=O)N3CCC(c4ccccc4)CC3)ccc2n(C)c1=O
→ -2	0	7
O=[N+]([O-])c1ccc(C2CCCC/C2=N\OCc2cccc(F)c2)c([N+](=O)[O-])c1 (stereo unspecified)
→ 14	1	3
COc1cccc(OC)c1C(=O)NC(=S)N1CCN(c2ccc(C(F)(F)F)cc2[N+](=O)[O-])CC1
→ -2	-13	-3
CCNc1nc(NCC)nc(SCCOC(=O)c2ccccc2)n1
→ 0	-5	-5
Cc1ccccc1Cn1nc(C)c(NC(=O)c2cc(-c3cccs3)on2)c1C
→ -20	6	11
COc1ccc(C(=O)N/N=C/c2ccc3cccc(OCc4ccccc4)c3n2)cc1
→ 6	64*	-8

# In another format: two of the compounds above
canonical_smiles: CC(C)n1c(CN2CCN(C)CC2)nc2c1c(=O)n(C)c(=O)n2C
  ARNT-TACC3 inh: -5; esBAF inh: -2; RAD54 branch: -12
canonical_smiles: COc1ccc(Oc2c(C)oc3cc(OC(=O)N4CCOCC4)ccc3c2=O)cc1
  ARNT-TACC3 inh: 0; esBAF inh: 18; RAD54 branch: -6

# New compounds follow.
# Value order – ARNT-TACC3 inh	esBAF inh	RAD54 branch
CC(=O)Nc1ccc(S(=O)(=O)N(C)S(=O)(=O)c2ccc(F)cc2)cc1
→ -1	-11	4
COc1cc(C(=O)Nc2cc(C(F)(F)F)ccc2Cl)cc(OC)c1OC
→ -1	-6	-1
CC(=O)c1cnc2nc(C)nn2c1C
→ -5	3	7
CCOc1ccc(S(=O)(=O)NCCCN2CCOCC2)c2ccccc12
→ -6	-1	-2
COc1ccc(NC(=O)CCNC(=O)Cn2cnc3ccccc3c2=O)c(OC)c1
→ -8	-6	-6
CNc1ccc(C(O)(C(F)(F)F)C(F)(F)F)cc1C(O)(C(F)(F)F)C(F)(F)F
→ 33	1	-1
NC(=O)CSc1nnc(-c2cc3ccccc3o2)n1Cc1ccccc1
→ 0	0	-8
CC(=O)Nc1nc(C)c(Cc2ccccc2)c(=O)[nH]1
→ -3	0	3
CCC(CC)C(=O)NCc1ccccc1Cl
→ -7	1	6
COc1ccc(-n2nc(C(=O)NCC(=O)Nc3ccccn3)c3ccccc3c2=O)cc1
→ -9	5	-9
O=C(Nc1ccccc1)C(Cc1cccs1)c1nn[nH]n1 (stereo unspecified)
→ 0	0	5
C=CCn1c(SCc2ccccc2C#N)nnc1-c1ccccc1O
→ 4	-1	10
COc1ccccc1-c1c(C(F)(F)F)oc2cc(OC(=O)c3cccc([N+](=O)[O-])c3C)ccc2c1=O
→ -2	-3	-8
CCOC(=O)C1CCN(C(=O)c2cnn3c(C)cc(C)nc23)CC1
→ -4	-6	4
CCNc1nc2nonc2nc1NCC
→ -8	-7	-3
CS(=O)(=O)N(CC(=O)N1CCCC1)c1cccc(Cl)c1
→ 0	-8	-8
COc1ccc(/C(C)=N/NC(=O)c2nc(C)cc(C)n2)cc1
→ -4	23	-1
COc1ccc(N=C2S/C(=C\c3ccc(N4CCOCC4)o3)C(=O)N2CCc2c[nH]c3ccccc23)cc1
→ -11	-76	-1
Cc1ccc(C23CC4CC(CC(NC(=O)NCCN(C)C)(C4)C2)C3)cc1
→ 9	-11	16
Cc1ccccc1-c1noc(C2CCCCC2)n1
→ -23	11	10
C/C(=C\c1ccco1)C1C(C#N)=C(N)Oc2n[nH]c(-c3ccccc3)c21 (stereo unspecified)
→ 1	-2	5
CCCCCN(C(=O)NC(=O)NCCCC)S(C)(=O)=O
→ -3	2	-5
NC(=O)C(c1ccc(Cl)cc1Cl)c1ncc(C(F)(F)F)cc1Cl (stereo unspecified)
→ -1	3	-8
COC(=O)[C@H](C)NC(=O)NCc1ccccc1F
→ 0	-3	-4
CCOC(=O)c1sc(NC(=O)CSc2nc(C)cc(C)n2)c(C#N)c1C
→ -29	-2	-1
CN(C)CCNC(=O)NC1CCCCC1
→ -15	-2	-13
COc1ccccc1C(=O)Oc1ccc(N2C(=O)CCC2=O)cc1
→ -4	-33	3
CCOC(=O)N1CCC(NC(=O)c2cc3cc4cc(OC)ccc4nc3o2)CC1
→ 2	15	-4
S=c1oc(-c2ccncc2)nn1CCc1ccncc1
→ 0	-13	-13

# From PubChem
